Rin1-Abl PPI inh: inhibitors of Rin1-Abl protein binding, primary screen, biochemical, TR-FRET | Tyrosine-protein kinase ABL1 (Homo sapiens) + Ras and Rab interactor 1 (Homo sapiens), … | 360,000 compounds, 0.4% hits | AID 588664, 2011 | inhibition, % at 7.35 µM; in the data active = inhibition above about 5%, passing the limit was not always enough
MT1-MMP act inh: blockers of MT1-MMP proenzyme processing, primary screen, HT1080 RFP-PRO-GFP cells, GFP/RFP fluorescence. AID 651647, 2012. GFP/RFP ratio fluorescence, overnight; percent of plate control window, DMSO zero. 360,000 compounds, 0.061% hits. GFP/RFP ratio change, % at 20 µM;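 active = GFP/RFP ratio change of at least 30% with cell ATP level not reduced by more than half and red fluorescence within 50% of control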; also: strong numbers were not always called active
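Material: RFP-PRO-GFP reporter HT1080 cells. Dosing: single-point 20 µM compound, 1% DMSO. Controls: DMSO and RFP-L50D-GFP cell wells. Timing: cells overnight before dosing, compound overnight, 37 °C, 5% CO2. Measure: GFP/RFP fluorescence ratio.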
bovine MsrA act: bovine MsrA enzyme activators, primary screen, biochemical, absorbance, HTS; activation, % at 10.6 µM; 360,000 compounds, 0.3% hits; AID 602163, 2012; purified bovine MsrA, absorbance read-out; Methionine sulfoxide reductase A (Bos taurus); in the data active = activation above about 7.5%;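 also: 0% = vehicle and 100% = reference activator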
CendR NRP1 mod: modulators of CendR peptide binding to NRP-1, primary screen, biochemical, fluorescence polarization, uHTS; Neuropilin-1 (Homo sapiens), O14786; inhibition, % at 25 µM; FAM-RPARPAR peptide binding to NRP-1; 360,000 compounds, 0.85% hits; AID 602438, 2012;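 active = inhibition or corrected inhibition above about 18%, plus a signal ratio from 0.5 to 1.5, limit read from the data, passing the limit was not always enough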; also: strong numbers were not always called active
Neddylation inh: inhibitors of cullin neddylation, primary screen, biochemical, TR-FRET, uHTS, NAE and Ubc12; NEDD8-conjugating enzyme Ubc12 (Homo sapiens) + NEDD8-activating enzyme E1 regulatory …; calls only at 25 µM; 360,000 compounds, 0.58% hits; in the data active = inhibition above about 36%
FAS TE block: FAS thioesterase domain inhibitors, primary screen, biochemical, fluorescence intensity, uHTS. Fatty acid synthase (Homo sapiens), P49327. recombinant FAS-TE, OMFH fluorogenic substrate, fluorescence endpoint. inhibition, % at 15 µM. 360,000 compounds, 0.67% hits. AID 602261, 2012;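 active = compounds whose normalised, plate-corrected inhibition of enzyme fluorescence in the single-dose primary screen is 50% or more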;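 also: 0% = DMSO with enzyme and 100% = substrate without enzyme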
eLon inh: inhibitors of E. coli Lon protease, primary screen, biochemical, fluorescence polarization. P0A9M0. purified E. coli Lon protease. 360,000 compounds, 0.42% hits. inhibition, % at 7.94 µM; in the data active = inhibition above about 13%, passing the limit was not always enough;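 also: 0% = enzyme with probe and DMSO and 100% = no enzyme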
SKN-1 block: suppressors of acrylamide-induced Pgst-4::GFP reporter in worms, primary screen, SKN-1 inhibitor project, whole organism, uHTS, GFP/RFP fluorescence ratio, strain VP596. C. elegans VP596 Pgst-4::GFP/RFP ratio, 24 h. inhibition, % at 21.8 µM. 360,000 compounds, 0.49% hits;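 active = interference check ratio from 0.5 to 1.5 plus GFP to RFP signal ratio inhibition reaching or exceeding a fixed threshold, cut at about 30% in these data, passing the limit was not always enough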; also: some compounds called inactive have numbers as strong as hits
PABP1 MLLE inh: inhibitors of PABP1 MLLE–PAM2 peptide binding, primary screen, biochemical, fluorescence polarization, FITC-PAM2, GST-MLLE; inhibition, % at 20 µM; AID 588489, 2011; Polyadenylate-binding protein 1 (Homo sapiens), P11940; 360,000 compounds, 0.36% hits; in the data active = inhibition above about 35%, passing the limit was not always enough;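 also: plate controls were DMSO wells with GST-MLLE for no effect and wells lacking GST-MLLE protein for full effect; some results filed as inactive read as strong as hits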
Target sequence (P11940 whole entry, looked up): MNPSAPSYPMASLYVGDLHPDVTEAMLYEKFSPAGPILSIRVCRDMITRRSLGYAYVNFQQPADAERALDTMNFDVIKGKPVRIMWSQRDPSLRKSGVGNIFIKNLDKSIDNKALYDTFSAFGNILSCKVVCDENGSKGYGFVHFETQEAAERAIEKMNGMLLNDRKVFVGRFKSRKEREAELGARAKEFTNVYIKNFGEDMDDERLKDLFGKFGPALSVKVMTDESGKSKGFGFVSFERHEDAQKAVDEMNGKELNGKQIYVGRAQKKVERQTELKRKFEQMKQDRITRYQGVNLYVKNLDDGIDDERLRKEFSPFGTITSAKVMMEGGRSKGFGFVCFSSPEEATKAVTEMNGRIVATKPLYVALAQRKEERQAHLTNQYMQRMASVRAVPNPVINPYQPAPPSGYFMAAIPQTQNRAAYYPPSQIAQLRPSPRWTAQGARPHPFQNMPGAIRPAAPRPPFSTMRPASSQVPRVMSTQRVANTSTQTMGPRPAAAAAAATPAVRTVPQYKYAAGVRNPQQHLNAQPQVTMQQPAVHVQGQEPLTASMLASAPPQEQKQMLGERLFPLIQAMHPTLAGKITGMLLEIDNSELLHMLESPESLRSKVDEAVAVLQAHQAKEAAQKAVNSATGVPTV
Active calls of the source: *; i = inactive; . = not tested or not shown; + = active, no number.

SMILES	Rin1-Abl PPI inh	MT1-MMP act inh	bovine MsrA act	CendR NRP1 mod	Neddylation inh	FAS TE block	eLon inh	SKN-1 block	PABP1 MLLE inh
Cc1cnc(C(=O)Nc2ccc(N3CCN(C(=O)OC(C)(C)C)CC3)cc2)cn1	1	-9	-2	6	i	-5	-4	16	-5
CCN(CC)S(=O)(=O)c1ccc(C)c(NC(=S)Nc2cccc(S(=O)(=O)N3CCCCCC3)c2)c1	-2	1	-1	-5	i	14	-1	12	37*
COC(=O)c1cn[nH]c1N	2	7	-2	4	i	-14	-5	-11	13
COc1ccc(CCNC(=O)C2CCN(Cc3nc(-c4ccccc4C)oc3C)CC2)cc1OC	1	-5	-3	-2	i	-9	13	4	1
Cc1nc(-c2cccc(NC(=O)c3cc4cc(Br)ccc4oc3=O)c2)cs1	2	-2	-3	-11	i	10	-12	-7	11
O=C(O)C(=O)/C(=C\c1ccc(Cl)cc1)c1ccc2ccccc2n1	-2	-11	-7	2	.	-3	-26	-3	-24
Cc1ccc(OCC(=O)Nc2ccc(C)c(F)c2)c([N+](=O)[O-])n1	-4	2	-3	-4	i	14	6	5	4
Cc1cc(=O)[nH]c(NN=Cc2cc(Br)ccc2O)n1	-2	4	-4	-7	.	8	-2	11	-15
CCOc1nc(NC2CCCC2)nc(N2CCC(C)CC2)n1	0	-2	-2	-5	i	13	-3	26	0
COc1ccc(NC(=O)Nc2ccc(OC)c(OC)c2)c([N+](=O)[O-])c1	-3	3	6	2	i	-4	-1	-3	-6
CC(Sc1nnc(-c2cccnc2)o1)C(=O)NC1CCCCC1 (centres undefined)	3	1	-3	-6	i	-10	-4	2	6
Cc1cc2c(cc1[N+](=O)[O-])NC(CNC(C)C)CC2 (centres undefined)	-11	3	-2	14	i	0	0	16	-6
CC(C)NC(=O)C12CC3CC(C1)CC(C(=O)NC(C)C)(C3)C2	0	2	-3	-5	i	2	0	-5	5
COc1ccc(N2C(=S)N(C(=O)c3ccccc3)C(=Nc3ccccc3)C2=Nc2ccccc2)cc1	-3	1	-2	6	i	24	-2	-5	36
Cc1c(NC(=O)C2CCCN2S(=O)(=O)c2ccc(Cl)cc2)c(=O)n(-c2ccccc2)n1C (centres undefined)	1	-5	-12	9	i	-10	-8	-1	-1
COc1cc(Cl)cc(/C=N/NC(N)=O)c1O	1	2	-5	4	.	1	0	6	12
COC(=O)Cn1cc(/C=N/NC(=O)c2ccc(C#N)cc2F)c2ccccc21	-3	-1	-7	1	i	2	1	-6	-10
COc1ccc(NC(=S)NCCCN2CCOCC2)cc1	1	3	-2	-2	i	-7	-1	4	6
COc1cccc(C(=O)COC(=O)CCCC(=O)NC2CCCCC2)c1	2	1	-4	-2	i	-1	-11	1	3
O=C(c1nc[nH]c1C(=O)N1CCc2ccccc2C1)N1CCc2ccccc2C1	4	1	-1	10	i	2	0	38*	-14
C=CCN1C(=O)C(O)(CC(=O)c2ccc(Cl)cc2)c2ccccc21 (centres undefined)	-6	-3	1	-15	i	5	3	5	2
Cc1ccc(NC(=O)C(NS(=O)(=O)c2cccc3nsnc23)C(C)C)nc1 (centres undefined)	0	0	-1	4	i	-3	-14	-2	2
S=C1CCC(c2ccc(Cl)cc2)=NN1c1ccccc1	-1	-4	-2	4	i	28	0	17	9
CCOc1ccc(CN2CCNC(=O)C2CC(=O)N(C)Cc2nonc2C)cc1 (centres undefined)	-1	0	-1	0	i	-3	3	6	-3
COc1ccc(Cl)cc1N(CC(=O)N/N=C/c1ccc(OCC(N)=O)cc1)S(C)(=O)=O	-3	-3	-5	2	i	-4	-2	2	2
COc1ccc(-n2cc(CNCCN3CCOC3=O)c(-c3ccccc3Cl)n2)cc1	-1	-1	-3	7	i	-6	-11	-2	-16
COc1ccc(C2=Nn3c(C)nnc3SC2)cc1	4	5	-4	3	i	-4	-3	3	-17
CN(C)S(=O)(=O)c1cccc(NC(=O)COC(=O)CCSc2ccc(Cl)cc2)c1	-2	10	-4	-7	i	0	-7	7	4
COC(=O)c1ccc(OCC(=O)NC(C)(C)C)cc1	5	4	-3	-1	i	-2	-6	-5	-37
CCOC(=O)Cc1csc(NS(=O)(=O)c2ccc(Cl)cc2)n1	-1	-7	2	2	i	-5	-5	5	12
CC(C)OC(=O)CC(=O)CC(O)c1cccc([N+](=O)[O-])c1 (centres undefined)	.	6	.	2	i	.	.	3	.
O=C(N/N=C/c1ccc(F)cc1)c1cc(-c2ccccn2)nc2ccccc12	1	-2	-1	6	i	-8	-5	3	2
O=C(NCc1ccncc1)[C@@H]1CCCN1C(=O)[C@@H]1CCCN1C(=O)c1ccccc1	.	0	-2	-12	i	-10	7	7	.
CC(=O)N1CCN(CCN2C(C)=CC(=C(C#N)C#N)C=C2C)CC1	-2	1	-11	6	i	-6	-6	-9	7
CCC(=O)Nc1cc(-c2nn(CC(=O)N3CCCCC3)c(=O)c3ccccc23)ccc1N1CCOCC1	6	0	-9	4	i	-5	2	-1	-1
Cc1[nH]c2ccc3ccccc3c2c(=O)c1C/C=C/Cl	-4	2	-1	2	i	5	-10	7	0
COc1ccc(C=C(C(C)=O)C(=O)c2ccccc2)cc1	1	-2	-5	-4	i	-1	11	4	7
Cc1ccc(C)c(N=Nc2ccc(O)c3ncccc23)c1	0	13	-10	0	i	12	-1	2	-5
O=C(O)C1CCCCC1C(=O)Nc1ccc(-c2ccccc2)cc1 (centres undefined)	4	3	-2	5	i	-3	5	-10	-2
COc1ccc(/C=N\NC(=O)c2ccc([N+](=O)[O-])cc2)cc1COc1c(F)c(F)cc(F)c1F	-3	8	-4	-16	i	20	1	6	6
CCC(C(=O)N1CCN(Cc2ccc3c(c2)OCO3)CC1)n1c(=O)[nH]c2ccccc2c1=O (centres undefined)	-1	-6	-1	-11	i	-1	-11	10	0
COc1cccc(NC(=O)CSc2nnc(-c3cccnc3)o2)c1	2	-1	-9	4	i	-7	3	-9	24
Cc1ccc(C2CC(c3ccc(Cl)cc3)=NNC2=O)cc1 (centres undefined)	-1	-2	-3	-11	i	9	2	6	13
N/C(=N\NS(=O)(=O)c1cc(C(F)(F)F)cc(C(F)(F)F)c1)c1ccccn1	-1	3	-2	-8	i	2	4	5	-11
COc1ccc(S(=O)(=O)NC(CC(=O)NCc2ccccc2OC)c2ccco2)cc1 (centres undefined)	-3	-2	-5	3	i	1	2	10	-4

As a short view, part of the list above.
SMILES	Rin1-Abl PPI inh	MT1-MMP act inh	bovine MsrA act	CendR NRP1 mod	Neddylation inh	FAS TE block	eLon inh	SKN-1 block	PABP1 MLLE inh
O=C(N/N=C/c1ccc(F)cc1)c1cc(-c2ccccn2)nc2ccccc12	1	-2	-1	6	i	-8	-5	3	2
O=C(NCc1ccncc1)[C@@H]1CCCN1C(=O)[C@@H]1CCCN1C(=O)c1ccccc1	.	0	-2	-12	i	-10	7	7	.
CC(=O)N1CCN(CCN2C(C)=CC(=C(C#N)C#N)C=C2C)CC1	-2	1	-11	6	i	-6	-6	-9	7

The results go on.
SMILES	Rin1-Abl PPI inh	MT1-MMP act inh	bovine MsrA act	CendR NRP1 mod	Neddylation inh	FAS TE block	eLon inh	SKN-1 block	PABP1 MLLE inh
COc1ccccc1-c1cc(C(=O)N2CCCC2)no1	6	-2	-4	14	i	-5	-7	1	5
N/C(Cn1cncn1)=N\NC(=O)C(=O)Nc1ccc(Cl)cc1Cl	5	3	-4	-8	i	-5	-5	8	8
CC(=O)O[C@@H]1C[C@H]2C(C)=C[C@H]3OC(=O)[C@@H](C)[C@H]3C[C@H]2[C@]1(C)O	2	1	-2	18	i	-8	-13	-6	-56
CCN(C(=O)C(C)OC(=O)C1C(C(=O)OC)=C(C)NC(C)=C1C(=O)OC)c1ccccc1 (centres undefined)	3	-1	-10	3	i	-3	13	-15	7
Cn1c(=O)c2c(nc(CN3CCN(C(=O)c4ccco4)CC3)n2CCCO)n(C)c1=O	-2	4	1	-1	i	-4	-11	6	12
O=C(c1ccccc1)c1c2c(cc3sc4ccccc4[n+]13)-c1cccc3cccc-2c13	-25	-29	-1	6	i	-168	+	19	133
Cc1nn(-c2ccccc2)c(C)c1C(=O)OCC(O)=C(C#N)c1nc2ccccc2[nH]1	1	-4	-2	-61	i	-2	-45	29	-43
N#C/C(=N\Nc1ccccc1)C(=N)N1CCCCC1	-1	1	-4	3	i	-4	-2	-11	1
O=C(COC(=O)c1n[nH]c2ccccc12)Nc1ccccc1	3	2	-6	9	i	-13	-11	2	14
CCc1ccc(N(C(=O)c2ccco2)C(C(=O)NC2CCCC2)c2cccnc2)cc1 (centres undefined)	-2	-5	-2	8	i	10	-2	-3	-1
O=Nc1c(O)[nH]c2c(F)cccc12	0	-3	-4	0	i	-22	-6	-2	1
Cc1ccc(NC(=O)Cn2cccc2C2=NC(c3ccccc3)CO2)cc1C (centres undefined)	-2	2	0	-2	i	10	7	2	-18
O=C(CN1C(=O)C2CCCCC2C1=O)OCc1nnc(-c2ccccc2)o1 (centres undefined)	-1	-2	1	-6	i	-3	-1	-9	-2
COCCNc1nc(Nc2ccccc2Cl)c2sccc2n1	-3	-3	-2	-2	i	-5	4	8	-2
CC(=O)OC1OCCOC1NC(=S)Nc1cccc(C(F)(F)F)c1 (centres undefined)	1	-2	-1	-3	i	10	0	4	9
CC(=O)c1ccc(O)c(CSC2=NCCS2)c1	-5	-3	-6	14	i	-2	-16	-3	8
COC(=O)c1cc(S(=O)(=O)N2CCC(c3cc(OC)ccc3OC)C2)c[nH]1 (centres undefined)	-1	-6	-4	3	i	3	0	16	4
CC1(C)CC(=O)C2=C(C1)N(c1ccccc1)C(N)=C(C#N)C2c1ccsc1 (centres undefined)	3	0	1	-21	i	-5	13	3	21
Cc1cccc(Cn2c(C(C)O)nc3ccccc32)c1 (centres undefined)	5	-7	-8	-3	i	-3	-9	8	1
Cc1ccc2c(c1)COc1c3ccc(C(=O)O)cc3nn1-2	3	1	-2	-28	i	-8	-1	10	-4
CCOc1ccc(-c2nc(C#N)c(N3CCN(C)CC3)o2)cc1	2	9	-10	-6	.	-1	-2	13	4
O=C(CSc1nc2ccccc2[nH]1)Nc1ccc(N2CCOCC2)cc1	5	1	-2	2	i	-6	1	13	13
CCCC(=O)N/C(N)=N/c1nc(C)c2cc(C)ccc2n1	-1	-4	0	-5	i	-9	-13	0	9
Cc1ccc(NC(=O)c2ccc3c(c2)OCO3)cc1S(=O)(=O)N1CCOCC1	-1	-3	0	4	i	1	-3	6	-2
COC(=O)c1[nH]c2ccccc2c1NC(=O)Oc1ccccc1	-5	-1	-4	-9	i	-5	1	-10	1
CCc1ccc2[nH]c(=O)c(C(c3nnnn3CCOC)N3CCN(c4ccc(F)cc4)CC3)cc2c1 (centres undefined)	1	-2	-5	13	i	-6	-8	-9	8
COc1ccc(S(=O)(=O)N2CCCC2CNC(=O)C(=O)NCc2ccc(C)cc2)cc1 (centres undefined)	2	2	-1	-17	i	10	-9	-2	4
COc1ccccc1CNC(=O)C1CCN(S(=O)(=O)c2ccc(N3CCCC3=O)cc2)CC1	2	1	-5	1	i	0	-1	-2	0

PABP1 MLLE inh: entries above that show a hit
smiles	Rin1-Abl PPI inh	MT1-MMP act inh	bovine MsrA act	CendR NRP1 mod	Neddylation inh	eLon inh	SKN-1 block	PABP1 MLLE inh
CCN(CC)S(=O)(=O)c1ccc(C)c(NC(=S)Nc2cccc(S(=O)(=O)N3CCCCCC3)c2)c1	-2	1	-1	-5	i	-1	12	37*
